PLK1 PBD inh: qHTS for Inhibitors of PLK1-PDB (polo-like kinase 1 - polo-box domain): Primary Screen; hit rate 2.8% among 360,000; AID 720504, 2013; Plk1 PBD binding of FITC phosphopeptide, fluorescence polarization; Serine/threonine-protein kinase PLK1 (Homo sapiens), P53350; Potency, µM, without a hit: max response, negative = inhibition, usual class: inhibitors; also: potency is read from the fitted curve at half-maximal effect; series mostly up to about 57 µM; % is scaled to controls: 0 for no effect and ±100 for the full control effect; nearly all actives have a fitted effect of over 65% in size
Target sequence (P53350 whole entry, looked up, the tested form may be a part): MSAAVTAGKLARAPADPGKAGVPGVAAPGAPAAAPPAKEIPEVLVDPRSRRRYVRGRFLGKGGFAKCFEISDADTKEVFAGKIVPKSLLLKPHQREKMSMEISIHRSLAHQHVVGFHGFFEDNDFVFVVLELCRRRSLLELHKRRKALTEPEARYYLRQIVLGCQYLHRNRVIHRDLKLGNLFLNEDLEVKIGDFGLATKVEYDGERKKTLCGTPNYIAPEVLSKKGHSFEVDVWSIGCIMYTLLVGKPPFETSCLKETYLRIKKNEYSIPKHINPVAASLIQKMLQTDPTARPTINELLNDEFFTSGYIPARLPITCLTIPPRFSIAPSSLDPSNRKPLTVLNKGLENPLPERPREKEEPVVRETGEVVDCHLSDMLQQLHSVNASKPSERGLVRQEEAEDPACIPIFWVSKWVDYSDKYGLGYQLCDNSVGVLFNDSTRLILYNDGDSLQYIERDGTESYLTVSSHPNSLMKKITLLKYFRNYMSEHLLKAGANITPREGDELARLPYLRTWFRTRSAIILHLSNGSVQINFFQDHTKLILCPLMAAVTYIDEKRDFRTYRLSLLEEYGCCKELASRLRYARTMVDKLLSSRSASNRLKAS
CCT chaperon mod: High-Throughput Screening for Modulators of Cytosolic Chaperonin Activity | purified chaperonin ATPase assay, HTRF ADP detection, 30 min | activity change, % (concentration not given with the values), hits read low | hit rate 0.3% among 360,000; in the data active = activity change below about -30%; also: % is scaled to controls: 0 for no effect and ±100 for the full control effect
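Nucleotide hydrolysis assay: TRiC at 20–40 nM final (set by batch activity) with 10 uM ATP, 30 min at 37 °C, in presence of 76 uM compound. Detection by competitive ADP HTRF, 30 min ambient.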
EPAC1 antag: qHTS for Antagonist of cAMP-regulated guanine nucleotide exchange factor 3 (EPAC1): primary screen; Rap guanine nucleotide exchange factor 3 (Homo sapiens), O95398; EPAC1 GEF assay, Rap1b-BODIPY-GDP exchange fluorescence; Potency, µM (top dose mostly 115 µM), without a hit: at the highest dose activity change, negative = inhibition, usual class: inhibitors; hit rate 0.14% among 360,000; AID 720709, 2013;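 also: potency is read from the fitted curve at half-maximal effect; plate controls were vehicle for no effect and positive control for full effect; nearly all actives have a fitted effect of over 50% in size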
EPAC2 antagonist: qHTS for Antagonist of cAMP-regulated guanine nucleotide exchange factor 2 (EPAC2): primary screen; hit rate 0.18% among 360,000; EPAC2 GEF exchange of Rap1B-BODIPY-GDP, fluorescence; Potency, µM (doses to about 114 µM), without a hit: at the highest dose activity, negative = inhibition, usual class: inhibitors; Rap guanine nucleotide exchange factor 4 (Homo sapiens), Q8WZA2; also: potency is read from the fitted curve at half-maximal effect; % is scaled to controls: 0 for no effect and ±100 for the full control effect; nearly all actives have a fitted effect of over 45% in size; many of its hits are not listed in these tables
WRN inhibitor: qHTS for Inhibitors of WRN Helicase | WRN helicase unwinding, fluorescent forked duplex, kinetic | Potency, µM (highest dose often 114 µM), for inactives: top-dose activity change, negative = inhibition, usual class: inhibitors | hit rate 0.46% among 360,000 | AID 651768, 2012; also: potency is read from the fitted curve at half-maximal effect; % is scaled to controls: 0 for no effect and ±100 for the full control effect; nearly all actives have a fitted effect of over 55% in size
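Kinetic red-fluorescence monitoring (525/598 nm) tracks WRN helicase activity after 100 nM fluorophore-quencher forked duplex and 2 mM ATP are added to 20 nM enzyme pretreated 15 min at room temperature with compound.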
PI5P4Ka inh: qHTS for Inhibitors of phosphatidylinositol 5-phosphate 4-kinase (PI5P4K); PI5P4Kalpha enzyme, ADP-Glo luminescence, 60 min; stronger effect = lower value; max response, %; AID 652105, 2013; Phosphatidylinositol 5-phosphate 4-kinase type-2 alpha (Homo sapiens), P48426; hit rate 1.2% among 330,000; active = max response of -50% or lower; inconclusive = between -30% and -50%; inactive = -30% or higher; also: value at the top dose of about 77 µM; % is scaled to controls: 0 for no effect and ±100 for the full control effect
Target sequence (P48426 whole entry, looked up): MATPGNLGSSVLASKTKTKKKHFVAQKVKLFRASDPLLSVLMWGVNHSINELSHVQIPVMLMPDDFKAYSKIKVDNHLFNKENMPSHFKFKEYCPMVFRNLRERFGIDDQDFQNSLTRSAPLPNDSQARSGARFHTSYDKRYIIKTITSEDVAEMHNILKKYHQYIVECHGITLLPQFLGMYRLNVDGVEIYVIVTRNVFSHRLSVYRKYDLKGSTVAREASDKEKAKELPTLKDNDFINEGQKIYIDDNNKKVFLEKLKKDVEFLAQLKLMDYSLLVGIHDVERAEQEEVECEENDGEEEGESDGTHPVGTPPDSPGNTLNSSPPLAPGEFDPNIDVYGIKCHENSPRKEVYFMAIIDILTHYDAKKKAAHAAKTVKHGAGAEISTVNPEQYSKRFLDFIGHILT
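ADP-Glo luminescence end-point after a 60 min room-temperature kinase reaction. PI5P4Kalpha and substrate in HEPES pH 7.4 buffer with EGTA, 0.1% CHAPS and 5% DMSO; ATP at 5 microM final.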
EPAC1 agonist: qHTS for Agonist of cAMP-regulated guanine nucleotide exchange factor 3 (EPAC1): primary screen. EPAC1 agonist qHTS, biochemical assay; response scale: 100% = response to 6.5 mM cAMP. Potency, µM (series often up to 154 µM), for inactives: at the top dose activation, hits mostly activators. hit rate 0.073% among 360,000. AID 720707, 2013; also: potency is read from the fitted curve at half-maximal effect; nearly all actives have a fitted effect of over 60% in size
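Normalized to 6.5 mM cAMP, activity reflects EPAC1-catalysed release of BODIPY-GDP from Rap1B, followed kinetically over 30 min at 480 nm excitation, 540 nm emission. Reaction contained 100 nM EPAC1, 250 nM Rap1B-BODIPY-GDP, 50 uM GDP.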
Mm-Cpn inhibitor: Inhibitors of TCP-1 ring complex (TRiC) of Methanococcus maripaludis (MmCpn): qHTS | Chaperonin Mm-Cpn (Methanococcus maripaludis) | purified Mm-Cpn ATPase, ADP Transcreener TR-FRET | Potency, µM (highest dose often 76.9 µM), without a hit: top-dose activity, negative = inhibition, actives largely listed as inhibitors | hit rate 0.031% among 330,000; also: potency is read from the fitted curve at half-maximal effect; % is scaled to controls: 0 for no effect and ±100 for the full control effect; nearly all actives have a fitted effect of over 80% in size
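Purified archaeal chaperonin (25 nM final) was preincubated with compound for 10 min at 37°C, then ATP (10 uM final) was added for 30 min at 37°C in Tris pH 7.4/KCl/MgCl2/DTT buffer. ADP was quantified by HTRF Transcreener TR-FRET.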
An asterisk follows results filed as active; ? = inconclusive; · = no result given; [ ] = dose if it differs, or a comment. Unless noted, calls follow the shape of the dose curve; as a rule, active = well fitted curve in the direction sought with a large enough effect; inconclusive = small, poorly fitted or top-dose-only effect, or another doubt; inactive = no such curve, though single readings can be large; an effect the other way counts as inactive or inconclusive. Some of the compounds tested. The share of hits here may be higher or lower than overall.

SMILES	PLK1 PBD inh	CCT chaperon mod	EPAC1 antag	EPAC2 antagonist	WRN inhibitor	PI5P4Ka inh	EPAC1 agonist	Mm-Cpn inhibitor
CN1CCCCCC1=Nc1ccc([N+](=O)[O-])cc1	-12.2%	-8.6	3.0%	-0.8%	-29.2%	-6.9	11.8%	·
COc1ccccc1CNC(=O)COC(=O)/C=C/c1ccc2c(c1)OCO2	1.8%	1.0	8.1%	4.5%	7.4%	4.4	-8.6%	-0.2%
O=C(Cc1ccccc1)N1CCCC(c2nc(-c3cccs3)no2)C1 (stereo not given)	-5.4%	-5.5	-15.5%	9.8%	-1.6%	·	0.0%	0.2%
COc1ccc(CNC(=O)[C@H](C)N2C(=O)N3CCc4c([nH]c5ccc(OC)cc45)[C@@]3(C)C2=O)cc1	-10.6%	0.0	-15.2%	-0.7%	-0.9%	0.5	-12.0%	-1.9%
C=CCn1c(CCNC(=O)c2cccs2)n[nH]c1=S	-5.7%	-0.2	4.1%	15.2%	0.1%	-5.1	-7.4%	-1.5%
CCC(=O)Nc1cccc(C(=O)c2ccccc2)c1	-6.7%	-1.1	15.5%	-0.3%	-7.2%	·	4.4%	-2.1%
O=C(NNc1ccc(-c2csnn2)cc1)c1cc(Cl)cc(Cl)c1	-18.6%	-1.6	-25.5%	8.5%	-30.9%	-9.8	4.3%	0.6%
Cc1ccc2c(c1)N(CC(=O)Nc1ccc3c(c1)OCCO3)C(=O)CO2	-7.6%	-0.7	8.1%	13.4%	8.6%	·	-0.4%	1.3%
COc1ccc(NC(C)=O)cc1NC(=O)c1cccc(S(=O)(=O)N2CCN(Cc3ccccc3)CC2)c1	1.3%	1.6	0.0%	5.7%	-4.2%	-4.2	6.2%	0.0%
COc1ccc(Cl)cc1NC(=O)CN(C)C(=O)Cn1c(=O)oc2ccccc21	-11.4%	-2.2	-1.0%	-3.0%	14.1%	3.5	6.7%	0.3%
CC(C)N=C(NC#N)SCc1ccc(Br)cc1	-3.7%	-1.4	-7.5%	4.8%	13.7%	-3.0	-0.5%	2.8%
Cc1noc(NS(=O)(=O)c2ccc(NC(=O)c3cccc(S(=O)(=O)N(C)c4ccccc4)c3)cc2)c1C	-8.0%	-0.2	3.7%	-19.0%	-8.4%	1.9	9.9%	·
CC1(C)N=C(N)N=C(N)N1CCCCc1ccccc1	-0.8%	0.4	-8.7%	-0.2%	3.1%	1.7	7.6%	·
c1ccc(N2CCN(Cc3nc4ccccc4[nH]3)CC2)nc1	-0.6%	2.0	1.8%	7.1%	26.2%	-18.1	4.2%	-0.8%
C=CCNc1nc(N)c([N+](=O)[O-])c(Nc2cccc(Cl)c2)n1	6.6%	1.0	-18.9%	5.4%	3.8%	3.2	11.2%	1.6%
COc1cccc(CN(C)C(=O)c2ccccc2Sc2ccccc2C#N)c1	-6.8%	-0.6	-1.8%	-14.0%	-26.1%	-3.2	4.3%	-2.8%
Fc1ccc(/C=N/NC(=S)Nc2cccnc2)cc1F	-6.8%	-2.2	-5.1%	5.3%	-4.2%	-1.3	13.5%	-0.4%
Cc1ccc(NS(=O)(=O)c2cccc(C(=O)O)c2)cc1S(=O)(=O)N1CCCCC1	-1.9%	0.6	-7.5%	5.4%	-6.7%	3.9	-9.9%	?
CCOC(=O)N1CCN(C(=S)Nc2cc(OC)c(OC)cc2C(=O)OC)CC1	-5.7%	-2.6	5.8%	1.6%	3.3%	·	4.3%	1.0%
O=c1ccn([C@@H]2O[C@H](CNS(=O)(=O)c3cc4ccccc4s3)[C@@H](O)[C@H]2O)c(=O)[nH]1	-6.7%	-2.6	-21.0%	1.3%	-0.4%	3.6	-14.8%	·

2 entries from above in another layout:
Compound: c1ccc(N2CCN(Cc3nc4ccccc4[nH]3)CC2)nc1
  PLK1 PBD inh: -0.6%
  CCT chaperon mod: 2.0
  EPAC1 antag: 1.8%
  EPAC2 antagonist: 7.1%
  WRN inhibitor: 26.2%
  PI5P4Ka inh: -18.1
  EPAC1 agonist: 4.2%
  Mm-Cpn inhibitor: -0.8%

Compound: C=CCn1c(CCNC(=O)c2cccs2)n[nH]c1=S
  PLK1 PBD inh: -5.7%
  CCT chaperon mod: -0.2
  EPAC1 antag: 4.1%
  EPAC2 antagonist: 15.2%
  WRN inhibitor: 0.1%
  PI5P4Ka inh: -5.1
  EPAC1 agonist: -7.4%
  Mm-Cpn inhibitor: -1.5%

Further records:
SMILES	PLK1 PBD inh	CCT chaperon mod	EPAC1 antag	EPAC2 antagonist	WRN inhibitor	PI5P4Ka inh	EPAC1 agonist	Mm-Cpn inhibitor
N[C@H](CSCc1ccccc1)C(=O)Nc1ccc([N+](=O)[O-])cc1	-13.9%	-1.3	1.3%	-10.5%	5.7%	2.5	12.5%	1.0%
COc1ccc(CCC(=O)N/N=C(\C)c2ccc3c(c2)OCO3)cc1	-4.8%	-3.0	8.3%	-7.3%	-30.9%	-3.5	1.3%	-4.9%
Cc1ccc(S(=O)(=O)N2CCCC2)cc1C(=O)NCCOc1ccccc1	-0.4%	-3.3	-28.2%	-0.1%	3.6%	2.9	-5.4%	0.6%
OCCC1CN(Cc2cccn2-c2cccnc2)CCN1CCc1ccccc1 (stereo not given)	4.6%	-0.6	-13.8%	-0.1%	1.3%[57.1 µM]	8.0	0.0%	1.1%
CC(C)(C)CC(=O)NCCCCCCNC(=O)CC(C)(C)C	-3.9%	-1.4	-6.5%	6.9%	-8.8%	3.7	-13.8%	2.3%
COc1ccc(-c2[nH]ncc2CN(C)Cc2c(C)n[nH]c2C)c(OC)c1	3.0%	-1.9	3.5%	1.3%	2.3%	-6.4	6.4%	2.1%
O=C(CNS(=O)(=O)c1ccccc1)N/N=C\c1ccc(Cl)cc1	23.8µM*	-0.7	-11.5%	1.5%	-15.8%	-10.0	-0.7%	3.0%
CCOc1ccccc1NC(=O)C1CCN(C(=O)NCc2ccccc2)CC1	-7.7%	-9.0	-17.9%	-5.4%	0.7%	6.5	3.7%	1.0%
COC(=O)c1c(O)cc(C(C)(C)C)n(-c2ccc(F)cc2)c1=O	-10.3%	1.7	-4.3%	-0.3%	1.1%	0.2	-6.6%	-7.5%
COc1ccc(NC(=O)C2CC(c3ccccc3Cl)=NO2)cc1 (stereo not given)	-10.7%	-0.8	0.4%	-3.9%	2.0%	-3.8	-2.6%	-0.2%
COc1ccc(CN2CCNC(=O)C2CC(=O)O)cc1OC (stereo not given)	0.8%	-3.4	-13.4%	22.8%	1.8%	1.9	3.3%	0.5%
COc1cc(/C=N/Nc2nnc3c(n2)[nH]c2ccccc23)ccc1O	-2.8%	1.9	-12.8%	-2.4%	?	-2.2	2.3%	-4.1%
CCCc1[nH]nc2c1C(c1ccc(OC)c(CSC3=NCCS3)c1)C(C#N)=C(N)O2 (stereo not given)	?	-0.6	-13.6%	-15.0%	-12.3%[57.1 µM]	?	17.4%	-0.4%
CCOc1ccc(Cc2nc(-c3nonc3N)no2)cc1OCC	-5.8%	-3.4	?	-4.4%	-11.3%	-4.3	-3.2%	1.0%
CC1(C(=O)Nc2ccc(F)c(Cl)c2)Cc2c(-c3cccc(C(N)=O)c3)ccnc2O1 (stereo not given)	-2.7%	1.3	-13.2%	-9.6%	4.4%[57.1 µM]	-0.2	6.8%	·
CCCN(CCC)CC(O)COc1ccc2c(c1)OCO2 (stereo not given)	-0.7%	-0.2	14.1%	2.1%	0.1%	-3.8	-3.0%	-0.1%
COC(=O)CSc1nnc(-c2ccc(S(=O)(=O)NCc3ccccc3Cl)cc2)o1	1.3%	-0.4	2.7%	10.3%	-7.9%	2.5	-10.5%	-29.3%
COc1ccc(CN(C)C(=O)CCc2ccc(S(=O)(=O)N3CCCCCC3)cc2)c(OC)c1	-5.8%	-0.1	-8.4%	2.5%	2.1%	-4.1	11.5%	-4.4%
NC(=O)c1ccsc1NC(=O)COC(=O)COc1ccc(C=O)cc1	-2.0%	1.7	-4.8%	-1.4%	-6.8%	-13.0	7.0%	-0.6%
O=C(c1ccco1)N1CCN(S(=O)(=O)c2ccc(Br)cc2)CC1	1.1%	-1.4	-1.5%	3.9%	1.9%	0.1	-4.6%	0.7%
COc1ccc(NC(=O)CCc2nc(-c3ccc(C)cc3)no2)cc1Cl	12.1%	-13.1	-5.4%	3.5%	2.7%	-2.6	-10.8%	-0.3%
CCOc1ccccc1C(=O)NC1CCN(CC(=O)Nc2cc(OC)ccc2OC)CC1	-3.2%	0.3	-3.5%	-18.6%	-8.9%	-0.7	1.9%	-1.2%
COc1ccc(NC(=S)Nc2ccc(OC(F)F)cc2)cn1	-17.9%	1.7	10.6%	0.0%	-3.0%	-3.2	-1.3%	0.5%
C[C@@H](NC(=O)[C@@H]1Cc2ccccc2CN1C(=O)OC(C)(C)C)C(=O)NCC1CCCO1 (stereo not given in full)	-2.6%	0.9	-12.9%	14.0%	9.1%	1.9	-15.8%	1.9%
OCCC1CN(Cc2ccn[nH]2)CCN1Cc1ccc(F)c(F)c1 (stereo not given)	2.1%	-0.8	-23.1%	9.4%	4.4%	5.4	1.2%	-5.5%
Cc1cc(=O)[nH]c(N/N=C/c2ccc(O)c(O)c2)n1	-6.1%	-2.4	-13.2%	14.1%	-18.9%	-16.3	5.6%	-3.8%
CCOC(=O)C1(C)CCCN(C(=O)c2cccs2)C1 (stereo not given)	-10.4%	-1.0	7.3%	2.8%	-4.9%	-3.7	-9.5%	·
O=C(NCc1ccccc1Cl)c1ccc(Br)o1	-2.5%	-1.0	1.4%	4.2%	-3.9%	2.9	-1.5%	-2.5%
Cc1ccc(-c2n[nH]c(=S)n2/N=C/c2sccc2C)cc1	-11.8%	1.6	-19.4%	-3.5%	-0.9%	2.6	11.1%	1.5%
Cc1cccc(C2NC(=O)c3ccccc3O2)c1 (stereo not given)	-27.0%	2.6	0.0%	-1.0%	3.3%	-3.0	-3.1%	2.1%
